B2AR arrestin: qHTS assay of beta-arrestin-biased ligands of beta2-adrenergic receptor; Beta-2 adrenergic receptor (Homo sapiens), P07550; beta-arrestin recruitment to beta2AR, cell-based reporter; Potency, µM (highest dose often 46.1 µM), for inactives: top-dose activation, usual class: activators; 330,000 tested, 0.02% active;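 further: potency means the concentration at half of the fitted maximal effect; 0% = DMSO controls and full agonism = EC100 isoproterenol or metaproterenol; nearly all actives have a fitted effect of over 65% in size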
Target sequence (P07550 whole entry, looked up): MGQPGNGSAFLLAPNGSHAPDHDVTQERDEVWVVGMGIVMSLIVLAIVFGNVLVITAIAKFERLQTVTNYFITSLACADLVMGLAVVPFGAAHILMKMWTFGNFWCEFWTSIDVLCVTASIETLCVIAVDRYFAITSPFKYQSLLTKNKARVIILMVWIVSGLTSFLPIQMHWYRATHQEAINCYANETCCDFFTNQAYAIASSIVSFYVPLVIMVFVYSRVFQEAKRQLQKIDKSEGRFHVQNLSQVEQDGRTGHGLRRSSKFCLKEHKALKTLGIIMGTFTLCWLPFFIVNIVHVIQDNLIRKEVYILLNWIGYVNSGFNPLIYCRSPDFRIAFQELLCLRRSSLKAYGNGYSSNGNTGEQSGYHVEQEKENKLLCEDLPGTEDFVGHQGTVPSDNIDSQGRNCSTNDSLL
ELG1 DNA repair: qHTS screen for small molecules that inhibit ELG1-dependent DNA repair in human embryonic kidney (HEK293T) cells expressing luciferase-tagged ELG1; HEK293T ELG1-luciferase reporter, luminescence, 16 h; DNA damage induced by 5-fluorouridine; Potency, µM (highest dose often 46.1 µM), for the others: at the highest dose activity change, negative = inhibition, most hits filed as inhibitors; 330,000 tested, 2.3% active; AID 504467, 2011; further: potency means the concentration at half of the fitted maximal effect; on the % scale 0 is the no-effect control and ±100 the full control effect; nearly all actives have a fitted effect of over 55% in size
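Step one: seed 2,000 cells per well. Step two: pin-transfer compound or DMSO alongside 5-fluorouridine. Step three: incubate 16 hr, 37 °C, 5% CO2. Step four: add ONE-Glo, wait 30 min, read luminescence.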
A-T KAP1 phos: qHTS Assay for Identifying a Potential Treatment of Ataxia-Telangiectasia. […] A-T fibroblasts, KAP-1 phosphorylation AlphaLISA; neocarzinostatin DNA damage 30 min before lysis. Potency, µM (titrated, usually from 57.5 µM), for the others: top-dose activation, hits mostly activators. 320,000 tested, 0.19% active; further: potency means the concentration at half of the fitted maximal effect; % of control where 0% means no effect; nearly all actives have a fitted effect of over 45% in size
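hTERT-immortalized A-T patient fibroblasts ([…]), 500 cells/well in OPTI-MEM, 1% FBS, got compounds for 60 min, then NCS for 30 min at 37C. Lysates were then assayed for phospho-KAP-1 by AlphaLISA (anti-pKAP1 donor, anti-KAP1 acceptor beads), 6 hr at 25C.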
p53 reactivator: qHTS assay for re-activators of p53 using a Luc reporter. H1299 p53-A138V BP100-luciferase reporter, luminescence, 24 h. Potency, µM (top dose mostly 92.2 µM), inactives show at the highest dose activity change, positive = activation, most hits filed as activators. 320,000 tested, 0.063% active. AID 504706, 2011; further: potency means the concentration at half of the fitted maximal effect; % of control where 0% means no effect; nearly all actives have a fitted effect of over 45% in size
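p53-null H1299 cells stably carrying temperature-sensitive p53-A138V and a BP100-luciferase reporter were pinned with compounds (4-point, 1:5 series) and held 24 hrs at 37 deg C. Luminescence was read 10 min after detection reagent.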
TRPV1 ag: HTS Assay for Compounds that Act as Agonists of the Vanilloid Receptor 1. TRPV1-expressing cells, Fluo-8 calcium influx, agonist mode. activation, % at 8.33 µM. AID 540275, 2011. Transient receptor potential cation channel subfamily V member 1 (Homo sapiens), Q8NER1. 320,000 tested, 0.19% active; in the data active means activation above about 80%; inconclusive means between about 30% and that limit; further: 0% is about no effect
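TRPV1-expressing cells were cultured overnight at 35.5C and loaded with Fluo-8 calcium dye for 40 to 90 min at room temperature. After a 10 s baseline, compound was added and calcium influx was read kinetically for 3 min (ex 480/em 520 nm).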
MLL CXXC-DNA inh: qHTS Fluorescence Polarization Assay for Inhibitors of MLL CXXC domain - DNA interaction; MLL-CXXC / FITC-HOXA9 DNA fluorescence polarization; Potency, µM (top dose mostly 115 µM), inactives show at the top dose activity change, negative = inhibition, most hits filed as inhibitors; 290,000 tested, 0.037% active; active means well fitted inhibition curve with a large enough effect in the polarisation, with a control signal flat, not every such curve was filed as active; inconclusive means small, poorly fitted or top-dose-only effect, or effect the other way, or a change in a side signal; inactive means no such curve, though single readings can be large or run the other way; the % refers to the polarisation; further: potency means the concentration at half of the fitted maximal effect
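Steps: dispense CXXC domain solution (7 uM) → pin compounds or unlabeled HOX-A9 DNA control → 5 min ambient → add FLSN-HOX-A9 solution (50 nM) → spin → 30 min ambient → fluorescence polarization. Tris pH 7.5/NaCl/DTT/BSA buffer.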
BRCA1 expr act: qHTS Assay to Identify Small Molecule Activators of BRCA1 Expression; MCF7-BRCA1-FFLuc reporter, luminescence, 48 h; response scale: scaled: vehicle 0%, 10 µM genistein 100%; Potency, µM (doses to about 46.1 µM), for inactives: at the highest dose activation, hits mostly activators; 380,000 tested, 1.1% active; further: potency means the concentration at half of the fitted maximal effect; nearly all actives have a fitted effect of over 80% in size; some results filed as inactive show a strong effect at the top dose
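MCF7-BRCA1-FFLuc, 2000 cells/well; 2 h attach, 37 °C/5% CO2; compound 48 h; luciferase substrate 15 min; luminescence end-point. Norm. to genistein 10 microM max activation and DMSO; concentration-response curves fitted.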
TCR activator: Activators of T cell receptors: qHTS campaign | AID 504894, 2011 | primary human leukocytes, anti-CD3, IL-2 HTRF, 48 h | Potency, µM (highest dose often 9.22 µM), without a hit: at the highest dose activation of IL-2 secretion, hits mostly activators | 330,000 tested, under 10 active; further: % of control where 0% means no effect
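Using a-CD3 beads without co-stimulation, primary human leukocytes were exposed to compounds for 48 hr. An HTRF IL-2 kit measured the cytokine, with europium-to-d2 energy transfer producing emission at 665nm upon 320nm excitation.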
TSG101-PTAP inh: qHTS Assay for Iinhibitors of HIV-1 Budding by Blocking the Interaction of PTAP/TSG101; Tumor susceptibility gene 101 protein (Homo sapiens), Q99816; Fluorescence polarization, FITC-PTAP peptide / Tsg101 binding; Potency, µM (highest dose often 115 µM), without a hit: at the top dose activity change, negative = inhibition, hits mostly inhibitors; 340,000 tested, under 10 active; AID 493005, 2010; active means well fitted inhibition curve with a large enough effect in the main read-out, with a control signal flat, not every such curve was filed as active; inconclusive means small, poorly fitted or top-dose-only effect, or effect the other way, or a change in a side signal; inactive means no such curve, though single readings can be large or run the other way; further: potency means the concentration at half of the fitted maximal effect; % of control where 0% means no effect
Target sequence (Q99816 whole entry, looked up): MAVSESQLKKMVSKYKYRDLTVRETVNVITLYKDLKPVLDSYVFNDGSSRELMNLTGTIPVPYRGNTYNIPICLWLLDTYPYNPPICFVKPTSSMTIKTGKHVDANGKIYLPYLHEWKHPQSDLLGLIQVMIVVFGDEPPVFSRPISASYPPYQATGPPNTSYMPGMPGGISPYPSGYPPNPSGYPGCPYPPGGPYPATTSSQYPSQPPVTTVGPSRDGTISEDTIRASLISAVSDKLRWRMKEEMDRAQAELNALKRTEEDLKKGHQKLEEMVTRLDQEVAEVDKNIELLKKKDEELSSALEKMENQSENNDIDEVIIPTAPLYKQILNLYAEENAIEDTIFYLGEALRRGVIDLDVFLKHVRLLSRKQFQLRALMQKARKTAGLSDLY
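Tsg101 binding domain (10 uM final) was mixed with compound and a FITC-labeled PTAP peptide (50 nM final) in HEPES pH 7.5 buffer with NaCl, Tween 20, EDTA and TCEP; fluorescence polarization was read after 20 min at r.t.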
a7 integrin act: qHTS for Activators of Integrin-Mediated Alleviation for Muscular Dystrophy | alpha7betagal myoblasts, beta-gal FDG fluorescence, 48 h | Potency, µM (highest dose often 38.3 µM), inactives show at the highest dose activation, most hits filed as activators | 350,000 tested, 0.064% active | AID 624291, 2012;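 further: potency means the concentration at half of the fitted maximal effect; 100% = response of the positive control SU9516; nearly all actives have a fitted effect of over 60% in size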
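alpha7betagal+/- myoblasts (passage 13, 250/well) treated 48 h at 37C with compounds at 1:260 dilution of DMSO stock. Lysed, then beta-galactosidase activity read as FDG fluorescence (ex 480/em 540) after 30 min, with pre-read for autofluorescence.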
* marks the source's active call; other numbers are inactive results; [ ] = remark or other dose. Unless noted, the call rests on the fitted dose curve; in most records, active means well fitted curve in the direction sought with a large enough effect; inconclusive means small, poorly fitted or top-dose-only effect, or another doubt; inactive means no such curve, though single readings can be large; an effect the other way counts as inactive or inconclusive. Random draw from the library (roughly 3.8% active in at least one column).

Results for Cc1ccc(-n2nc3c(=O)n(CC(=O)NCCC4=CCCCC4)nc(C)c3c2C)cc1 ?
B2AR arrestin: -0.9%; ELG1 DNA repair: -13%; A-T KAP1 phos: -1%; p53 reactivator: 2%; TRPV1 ag: -3; MLL CXXC-DNA inh: 0%; BRCA1 expr act: -4%; TCR activator: -9%; TSG101-PTAP inh: 0%; a7 integrin act: -51%[inhibitor]

What do the screens show for `CCOc1ccc(N(CC(=O)NCc2ccco2)C(=O)CCC(=O)Nc2ccccn2)cc1`?
B2AR arrestin: 0.5%; ELG1 DNA repair: 0%; A-T KAP1 phos: -1%; p53 reactivator: 0%; TRPV1 ag: 0; MLL CXXC-DNA inh: 5%; BRCA1 expr act: -1%; TCR activator: -9%; TSG101-PTAP inh: -1%; a7 integrin act: -15%

Results for O=C(Cn1cc([N+](=O)[O-])cn1)NC1CCCCCC1 ?
B2AR arrestin: -0.2%; ELG1 DNA repair: 14%; A-T KAP1 phos: 10%; p53 reactivator: 5%; TRPV1 ag: -5; MLL CXXC-DNA inh: -1%; BRCA1 expr act: -10%; TCR activator: -2%; TSG101-PTAP inh: 0%; a7 integrin act: -11%

What do the screens show for `O=C(Cn1nc(-c2cccs2)ccc1=O)Nc1ccc(Br)cc1`?
B2AR arrestin: 0.0%; ELG1 DNA repair: 13%; A-T KAP1 phos: -3%; p53 reactivator: -1%; TRPV1 ag: 13; MLL CXXC-DNA inh: 42%[activator]; BRCA1 expr act: -2%; TCR activator: -5%; TSG101-PTAP inh: -11%; a7 integrin act: 0%

Results for Cc1ccccc1-c1nc(CN2CCC(C(=O)NCc3cccnc3)CC2)c(C)o1 ?
B2AR arrestin: -0.2%; ELG1 DNA repair: -15%; p53 reactivator: -6%; TRPV1 ag: 5; MLL CXXC-DNA inh: 0%; BRCA1 expr act: 2%; TCR activator: 7%; TSG101-PTAP inh: -6%; a7 integrin act: -17%

How did Cc1nn(-c2ccccc2)c(C)c1NC(=O)COc1ccc(F)cc1Cl do in these assays?
B2AR arrestin: 0.1%; ELG1 DNA repair: inconclusive; A-T KAP1 phos: 2%; p53 reactivator: 4%; TRPV1 ag: 11; MLL CXXC-DNA inh: 9%; BRCA1 expr act: -22%; TCR activator: -5%[46.1 µM]; TSG101-PTAP inh: -3%; a7 integrin act: 3%

What do the screens show for `CNC(=O)c1ccsc1NC(=O)c1ccc(Cl)s1`?
B2AR arrestin: 0.3%; ELG1 DNA repair: inconclusive; A-T KAP1 phos: 3%; p53 reactivator: inconclusive; TRPV1 ag: 15; MLL CXXC-DNA inh: 24%; BRCA1 expr act: -17%; TCR activator: -2%; TSG101-PTAP inh: 1%; a7 integrin act: -9%

Results for COc1ccc(-c2cc(CNC(=O)CCl)on2)cc1 ?
B2AR arrestin: -0.3%; ELG1 DNA repair: inconclusive; A-T KAP1 phos: 5%; p53 reactivator: -5%; TRPV1 ag: 2; MLL CXXC-DNA inh: 5%; BRCA1 expr act: -92%; TCR activator: 5%; TSG101-PTAP inh: -3%; a7 integrin act: -63%[inhibitor]

What do the screens show for `C=C(C)C1CC=C(CN2CC(C)OC(C)C2)CC1` (stereo unspecified)?
B2AR arrestin: -0.1%; ELG1 DNA repair: 8%; p53 reactivator: -2%; TRPV1 ag: 5; MLL CXXC-DNA inh: -7%; BRCA1 expr act: 4%; TCR activator: 4%; TSG101-PTAP inh: -1%; a7 integrin act: 17%

Results for COc1ccc(O)c(/C=N/c2nc3ccccc3n2C)c1 ?
B2AR arrestin: -0.2%; ELG1 DNA repair: -8%; A-T KAP1 phos: 8%; p53 reactivator: -20%; TRPV1 ag: 0; MLL CXXC-DNA inh: inconclusive; BRCA1 expr act: -22%; TSG101-PTAP inh: 1%; a7 integrin act: 19%

What do the screens show for `COC(=O)CC1(C(=O)OC)Oc2ccc(Br)cc2C(=O)N1c1cccc(Cl)c1Cl` (stereo unspecified)?
B2AR arrestin: -0.1%; ELG1 DNA repair: inconclusive; A-T KAP1 phos: -6%; p53 reactivator: 1%; TRPV1 ag: 12; MLL CXXC-DNA inh: 0%; BRCA1 expr act: -76%[inhibitor]; TCR activator: -1%; TSG101-PTAP inh: -1%; a7 integrin act: -33%

What do the screens show for `Cc1cc(NC(=O)CSc2ncnc3c2cnn3-c2ccccc2)no1`?
B2AR arrestin: -0.2%; ELG1 DNA repair: inconclusive; A-T KAP1 phos: 1%; p53 reactivator: -6%; TRPV1 ag: -2; MLL CXXC-DNA inh: inconclusive; BRCA1 expr act: -6%; TCR activator: -9%; TSG101-PTAP inh: 1%; a7 integrin act: 9%

What do the screens show for `CC(=O)c1ccc(Nc2nc(C)cc(C)n2)cc1`?
B2AR arrestin: -0.5%; ELG1 DNA repair: inconclusive; A-T KAP1 phos: 6%; TRPV1 ag: -2; MLL CXXC-DNA inh: -15%; BRCA1 expr act: inconclusive; TSG101-PTAP inh: -1%; a7 integrin act: -1%

What do the screens show for `Cn1nc(C(=O)N2CCN(c3ccc([N+](=O)[O-])cc3)CC2)c2c1-c1ccccc1S(=O)(=O)C2`?
B2AR arrestin: -0.2%; ELG1 DNA repair: -3%; A-T KAP1 phos: 4%; p53 reactivator: 21%; TRPV1 ag: -2; MLL CXXC-DNA inh: 15%; BRCA1 expr act: 0%; TCR activator: 7%; TSG101-PTAP inh: 0%; a7 integrin act: 3%

What do the screens show for `OCCNc1nc(Nc2ccccc2)nc2ccccc12`?
B2AR arrestin: -0.8%; ELG1 DNA repair: -22%; A-T KAP1 phos: 1%; p53 reactivator: -4%; TRPV1 ag: 10; MLL CXXC-DNA inh: -1%; BRCA1 expr act: -4%; TCR activator: 2%[46.1 µM]; TSG101-PTAP inh: -3%; a7 integrin act: -17%

What do the screens show for `O=C(NCc1ccccn1)c1ccc(Cl)s1`?
B2AR arrestin: -0.1%; ELG1 DNA repair: inconclusive; A-T KAP1 phos: 1%; p53 reactivator: 11%; TRPV1 ag: 5; MLL CXXC-DNA inh: 8%; BRCA1 expr act: 44%; TCR activator: 4%; TSG101-PTAP inh: -3%; a7 integrin act: -7%

How did CCNC(=S)N/N=C1\CCCCc2ccccc21 do in these assays?
B2AR arrestin: 0.0%; ELG1 DNA repair: -1%; A-T KAP1 phos: 1%; p53 reactivator: 4%; TRPV1 ag: 8; MLL CXXC-DNA inh: 8%; BRCA1 expr act: -7%; TCR activator: -6%[46.1 µM]; TSG101-PTAP inh: 0%; a7 integrin act: 21%

Results for COc1ccc(Cl)cc1NC(=S)NCCO ?
B2AR arrestin: 0.2%; ELG1 DNA repair: -3%; A-T KAP1 phos: 9%[11.5 µM]; p53 reactivator: -1%; TRPV1 ag: 1; MLL CXXC-DNA inh: -6%; BRCA1 expr act: 0%; TSG101-PTAP inh: 0%; a7 integrin act: -2%

Results for O=C(NCCc1csc(-c2ccc(Cl)cc2)n1)c1ccco1 ?
B2AR arrestin: -0.1%; ELG1 DNA repair: inconclusive; A-T KAP1 phos: 8%; p53 reactivator: -2%; TRPV1 ag: inconclusive; MLL CXXC-DNA inh: 14%; BRCA1 expr act: -18%; TCR activator: -2%; TSG101-PTAP inh: 2%; a7 integrin act: -9%

What do the screens show for `C[C@H](CO)N1C[C@H](C)[C@@H](CN(C)C)Oc2c(NS(=O)(=O)c3cccs3)cccc2C1=O`?
B2AR arrestin: -1.3%; ELG1 DNA repair: 17%; A-T KAP1 phos: -12%; p53 reactivator: 2%; BRCA1 expr act: -2%; TCR activator: 3%; TSG101-PTAP inh: -5%; a7 integrin act: -8%

What do the screens show for `COc1cc(NC(=O)c2ccnn2C)c(OC)cc1Cl`?
B2AR arrestin: 0.0%; ELG1 DNA repair: 23%; A-T KAP1 phos: -3%; p53 reactivator: -1%; TRPV1 ag: -2; MLL CXXC-DNA inh: 2%; BRCA1 expr act: -38%; TCR activator: -16%; TSG101-PTAP inh: 2%; a7 integrin act: 31%

Assay outcomes: PubChem BioAssay, National Center for Advancing Translational Sciences (NCATS)
